Cdc42 wt: human Cdc42 wildtype GTP binding change, either direction. P60953. percent activity (GTP binding), % at 10 µM. actives 0.2% (n = 190,000). GST-Cdc42 beads, Bodipy-GTP binding, flow cytometry; actives lie on both sides;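 active means percent activity GTP binding at least 20 points away from the 100% baseline, either down as inhibitor or up as activator; inconclusive means compound flagged as likely green fluorescent from well-wide comparison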;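 further: median bead fluorescence of bound Bodipy-FL-GTP at 100 nM; 0% = excess unlabeled GTP control and 100% = no compound control; below 100% means less GTP binding so inhibitor and above means activator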
Target sequence (P60953 whole entry, looked up): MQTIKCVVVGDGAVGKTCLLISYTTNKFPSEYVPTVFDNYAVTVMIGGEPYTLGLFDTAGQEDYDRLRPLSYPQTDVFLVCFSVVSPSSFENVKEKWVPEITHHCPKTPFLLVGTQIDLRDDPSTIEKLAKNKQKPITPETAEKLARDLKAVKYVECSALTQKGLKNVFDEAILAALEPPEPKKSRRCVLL
Pf gametocyte: P. falciparum stage V gametocyte viability inhibition; P. falciparum stage V gametocytes, ATP luminescence, 24 h; inhibition, % at 10.9 µM; actives 0.065% (n = 150,000);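 active means inhibition above the mean plus 3 SD of compounds within the control limits, set per campaign, cut at about 38% in these data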;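 further: 0% = DMSO wells and 100% = medium only without gametocytes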
Mcl1-Bid inh: Mcl-1/Bid interaction inhibition | Q07820 | TR-FRET Mcl-1/Bid-Dy647 peptide binding, 1536-well | inhibition, % at 21.7 µM | actives 0.97% (n = 220,000) | AID 1021;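 active means compounds that cut the binding signal by more than half at the single screening dose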;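 further: His-tagged Mcl-1 with europium anti-His antibody binding Bid BH3 peptide; 0% = Mcl-1 plus peptide wells and 100% = peptide-only wells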
Target sequence (Q07820 whole entry, looked up): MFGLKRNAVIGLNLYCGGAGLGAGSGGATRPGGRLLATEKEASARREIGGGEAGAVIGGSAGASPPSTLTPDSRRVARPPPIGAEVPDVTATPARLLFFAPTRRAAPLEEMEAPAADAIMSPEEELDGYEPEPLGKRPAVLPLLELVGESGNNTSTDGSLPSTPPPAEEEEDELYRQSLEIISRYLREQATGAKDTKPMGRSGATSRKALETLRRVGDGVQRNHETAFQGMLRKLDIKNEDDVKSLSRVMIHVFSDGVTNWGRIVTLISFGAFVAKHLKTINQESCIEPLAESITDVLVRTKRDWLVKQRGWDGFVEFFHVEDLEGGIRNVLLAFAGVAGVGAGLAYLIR
Rab7 wt GTP bind: alters GTP binding to wildtype dog Rab7 | GST-Rab7 beads, fluorescent GTP binding, flow cytometry; actives lie on both sides; untreated = 100%, excess cold GTP = 0% | GTP binding activity (percent of control), % at 10 µM | actives 0.055% (n = 190,000);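 active means fluorescent GTP binding to Rab7 beads changed by at least 20 points from the 100% baseline, either direction, mostly lower; inconclusive means compound itself probably fluorescent, or too few beads counted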;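 further: median green fluorescence of bound Bodipy-FL-GTP per Rab7 bead population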
Avidin bead fluor: compound fluoresces at 488/530 nm on avidin beads. compound fluorescence 488/530 nm, flow cytometry; active compounds read high. fluorescence (KMESF) at 10 µM. actives 0.38% (n = 220,000); in the data active means fluorescence above about 47; further: inactives centre near 10
Bim-Mcl-1: disrupts Bim peptide binding to human Mcl-1; Bead-based flow cytometry, Bim peptide-Mcl-1 binding; inhibition, % at 10 µM; actives 0.1% (n = 190,000); in the data active means inhibition above about 40%;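 further: 0% = no compound tracer wells and 100% = peptide blocker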
Mcl1 Noxa PPI: Mcl-1/Noxa interaction inhibition; inhibition, % at 21.7 µM; TR-FRET Mcl-1/Noxa peptide binding, 2 h; AID 1022; Q07820; actives 1.5% (n = 220,000);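 active means compounds that cut the protein-peptide binding signal by more than 50% relative to plate controls in a single-dose test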;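 further: His-tagged Mcl-1 with rhodamine Noxa BH3 peptide and terbium anti-His antibody; 0% = Mcl-1 plus Noxa peptide wells and 100% = peptide-only wells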
Rab2 wt GTP: changes GTP binding to wildtype dog Rab2A, up or down. P61105. GST-Rab2 wt beads, Bodipy-GTP binding, flow cytometry. GTP binding activity, % at 10 µM. actives 0.19% (n = 190,000);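 active means GTP binding activity at least 20 points away from 100%, either lowered or raised; inconclusive means signal likely due to the compound's own green fluorescence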;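 further: 0% = beads with excess unlabeled GTP and 100% = no-compound control corrected for plate trend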
HRas wt GTP: modulators of GTP binding to human HRas wildtype. P01112. GST-Ras wt beads, Bodipy-FL-GTP binding, flow cytometry; actives lie on both sides. GTP binding activity, % at 10 µM. actives 0.14% (n = 190,000);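 active means GTP binding activity at least 20% away from the 100% baseline, either lowered as inhibitor or raised as activator; inconclusive means flagged as likely green fluorescent, judged across all proteins in the well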;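 further: 0% = unlabeled GTP competition control and 100% = no-compound control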
Target sequence (P01112 whole entry, looked up): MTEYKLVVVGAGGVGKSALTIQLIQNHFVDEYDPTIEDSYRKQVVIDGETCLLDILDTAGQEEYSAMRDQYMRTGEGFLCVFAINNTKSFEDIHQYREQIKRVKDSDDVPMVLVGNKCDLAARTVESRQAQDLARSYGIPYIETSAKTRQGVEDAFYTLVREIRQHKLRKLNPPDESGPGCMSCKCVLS
Rac1 mut GTP: modulators of GTP binding to human Rac1 activated mutant; percent activity (GTP binding), % at 10 µM; actives 0.11% (n = 190,000); AID 764; GST-Rac1 activated beads, fluorescent GTP binding, flow cytometry; actives lie on both sides; 100% means binding = to untreated wells;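 active means GTP binding at least 20 percentage points away from the 100% baseline, in either direction, so actives lie on both sides; inconclusive means Compound likely fluorescent itself, or too few beads counted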
Rac1 wt modul: alters GTP binding to wildtype human Rac1; GST-Rac1 beads, fluorescent GTP binding, flow cytometry; actives lie on both sides; 0 = cold GTP competed, 100 = untreated; GTP binding activity (% of control), % at 10 µM; actives 0.27% (n = 190,000);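 active means GTP binding activity at least 20 points away from the 100% control level, either lower or higher; inconclusive means compound flagged as likely green fluorescent, judged across all proteins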
* marks the source's active call; other numbers are inactive results; ? = inconclusive; nt = not tested or not shown.

Below each SMILES – Cdc42 wt, Pf gametocyte, Mcl1-Bid inh, Rab7 wt GTP bind, Avidin bead fluor, Bim-Mcl-1, Mcl1 Noxa PPI, Rab2 wt GTP, HRas wt GTP, Rac1 mut GTP, Rac1 wt modul
#1 COCCn1c(-c2ccc(OC)cc2)nc2ccccc21
    101, nt, -34, 97, 7, -2, 24, 102, 100, 98, 105
#2 CCC(=O)N(CCC(Cc1ccccc1)c1ccc2c(c1)OCO2)Cc1ccccc1F (centres undefined)
    104, nt, 19, 104, 9, -2, 12, 106, 106, 103, 107
#3 CCOc1cc(C2C(C#N)=C(N)OC(C)=C2C(C)=O)cc(Br)c1O (centres undefined)
    99, nt, -27, 99, 1, 0, 12, 99, 98, 97, 100
#4 O=C(Oc1cc(-c2ccccc2)no1)c1cccc(C(F)(F)F)c1
    100, -25, -29, 98, 12, -2, -8, 99, 99, 98, 105
#5 CCOc1ccc(S(=O)(=O)N/N=C(\C)C2CCCCC2)cc1
    97, nt, -8, 103, 6, 0, 20, 101, 100, 101, 102
#6 Cc1ccc(SCC(=O)Nc2nccs2)cc1
    97, -22, -30, 91, 9, 0, -12, 96, 92, 95, 92
#7 Cc1ccccc1NS(=O)(=O)c1ccc(OCC(=O)NCc2ccco2)cc1
    102, nt, -29, 103, 8, 0, 11, 101, 101, 96, 102
#8 O=C(O)CSc1nnc(-c2ccco2)o1
    98, nt, 8, 100, 3, 0, 13, 99, 98, 98, 100
#9 O=S(=O)(Nc1nccs1)c1ccc(F)cc1
    96, 18, -24, 94, 27, 0, -4, 95, 94, 94, 94
#10 CCNc1cc2oc(=O)c(CN3CCOCC3)c(C)c2cc1C
    103, nt, -14, 100, 29, 0, 13, 101, 102, 100, 103
#11 Cc1cc(N2C(=O)C(O)=C(C(=O)c3ccc(C)o3)C2c2cccs2)no1 (centres undefined)
    103, nt, 2, 99, 20, -3, 9, 103, 102, 101, 104
#12 O=C(CN1CCCC1)Nc1ccc(-c2nc3cc(NC(=O)CN4CCCC4)ccc3o2)cc1
    96, nt, -3, 92, 33, -3, 18, 94, 94, 96, 96
#13 COc1ccc(N2C(=O)C(CN3CCN(C)CC3)C2c2ccccc2)cc1 (centres undefined)
    97, -12, -22, 102, 7, -2, 10, 101, 101, 98, 101
#14 COc1cc(/C=N/n2cnnc2)ccc1OC(=O)c1ccco1
    98, nt, -28, 101, 9, 0, 8, 98, 98, 96, 98
#15 Cc1nc(C#N)c(N/N=C/c2cccc(Cl)c2)o1
    100, nt, -25, 101, 7, 9, 18, 103, 100, 99, 100
#16 COP(=O)(/C=C/c1ccccc1)C(O)c1ccc(F)cc1 (centres undefined)
    100, nt, 6, 98, 10, 0, 3, 100, 99, 98, 101
#17 CSc1ccccc1NC(=O)CN(C)CC(=O)Nc1cc(C)ccc1C
    95, nt, -44, 102, 11, -5, 13, 98, 97, 97, 99
#18 O=C(COc1ccc(/C=N/NC(=O)C(=O)N2CCCCCC2)cc1)Nc1ccccc1Cl
    100, -15, 17, 97, 12, -3, 9, 97, 97, 95, 103
#19 CCc1cc[n+](CC(=O)Nc2ccc(Cl)cc2Cl)cc1
    94, nt, -28, 106, 8, 2, -17, 98, 97, 94, 94
#20 CCN1/C(=C2\C(=O)N(C)C(=S)N2C)C=Cc2cc(C)ccc21
    104, 7, -18, 100, 13, -1, 23, 102, 102, 100, 103

More structures.
Below each SMILES – Cdc42 wt, Pf gametocyte, Mcl1-Bid inh, Rab7 wt GTP bind, Avidin bead fluor, Bim-Mcl-1, Mcl1 Noxa PPI, Rab2 wt GTP, HRas wt GTP, Rac1 mut GTP, Rac1 wt modul
#21 Cn1c(SCCOc2ccccc2F)nc2ccccc2c1=O
    ?, 5, -7, ?, 8, 7, 10, ?, ?, ?, ?
#22 O=S(=O)(c1ccc(Cl)s1)N1CCC(Cc2ccccc2)CC1
    96, -4, -20, 100, 9, 1, 0, 97, 97, 96, 96
#23 CCOc1ccc(OCC)c(NC(=O)CN2CCN(CC)CC2)c1
    102, -6, 41, 91, 6, -5, 42, 99, 99, 101, 100
#24 CCN1CCN(C(=O)c2cn(CC)c3ccc(S(=O)(=O)N(C)C)cc3c2=O)CC1
    107, nt, -19, 102, 21, -5, 1, 103, 101, 102, 107
#25 CCOC(=O)C(/C(N)=N/C(=O)Nc1ccccc1)=C(\C)O
    98, -13, -16, 104, 10, 0, 7, 103, 103, 100, 103
#26 CCOc1ccccc1OCCn1nnc2ccccc21
    ?, nt, -4, ?, 7, 0, -21, ?, ?, ?, ?
#27 COc1cccc(/C=C/C(=O)c2ccc[nH]2)c1
    102, nt, -9, 96, 7, 3, 7, 99, 102, 98, 103
#28 C/C(CC(=O)Nc1cccc2c1CCCC2)=N\NC(=O)COc1ccccc1
    99, nt, -14, 100, 2, 0, 0, 103, 101, 102, 101
#29 CCCOc1ccc(CSCCNC(=S)Nc2ccccc2)cc1
    103, nt, -71, 102, 18, -2, 3, 99, 100, 102, 100
#30 Cc1ccc(-c2[nH]nc(N)c2N=Nc2cccc(Cl)c2C)cc1
    ?, 8, -5, ?, 16, 1, 3, ?, ?, ?, ?
#31 CCC(/C=N/NC(=O)CCCCC(=O)N/N=C/C(CC)CC)CC
    97, -3, -14, 107, 2, -5, -13, 101, 101, 94, 102
#32 Cc1ccc(S(=O)(=O)NCC(=O)NCC(=O)OCc2c(F)cccc2Cl)cc1
    99, nt, -16, 101, 10, -1, 15, 96, 97, 94, 98
#33 O=C(Nc1ccc2c(c1)OCCO2)c1cc(-c2ccccn2)nc2ccc(Br)cc12
    103, 8, -32, 98, 11, 0, -6, 98, 97, 100, 98
#34 COCCCNC(=O)c1cc(C(=O)Cc2ccccc2)c[nH]1
    102, 9, 5, 100, 12, -8, 9, 101, 99, 96, 103
#35 CC(OC(=O)c1ccncc1)C(=O)Nc1cccc(Cl)c1 (centres undefined)
    107, nt, -28, 104, 29, -3, -8, 104, 104, 101, 109
#36 CCC(=O)c1ccc(OCC(O)CN2CCN(c3ccc(F)cc3)CC2)cc1 (centres undefined)
    100, 10, -49, 98, 9, 1, 1, 96, 98, 94, 99
#37 CC(=O)c1c(C)nc(-c2ccccc2)nc1N
    98, -31, -21, 105, 12, -1, 4, 98, 100, 96, 100
#38 CCOc1c2ccoc2nc2c(OC)c(OC)ccc12
    96, nt, 3, 104, 7, -1, -16, 97, 96, 99, 99
#39 CNc1oc(Cc2ccccc2)nc1S(=O)(=O)c1ccc(Cl)cc1
    102, 15, 5, 104, 8, 0, -7, 103, 100, 100, 111
#40 CCN1C(=O)N(CC)C(O)(c2ccccc2)C1(O)c1ccccc1 (centres undefined)
    99, nt, 3, 98, 5, 1, -1, 100, 99, 99, 100

Following part:
Below each SMILES – Cdc42 wt, Pf gametocyte, Mcl1-Bid inh, Rab7 wt GTP bind, Avidin bead fluor, Bim-Mcl-1, Mcl1 Noxa PPI, Rab2 wt GTP, HRas wt GTP, Rac1 mut GTP, Rac1 wt modul
#41 Cc1c(C(=O)N2CCCCCC2)nnn1-c1nonc1N
    103, nt, -6, 101, 16, -2, 15, 103, 104, 100, 102
#42 Cc1cc(Nc2nn(C)c(N)c2C#N)ccc1F
    95, -2, -23, 106, 8, -2, 19, 98, 98, 93, 98
#43 O=C(O)CCCC(=O)Nc1nncs1
    98, 17, -22, 106, 12, -4, -5, 100, 99, 97, 97
#44 O=C(Cn1cncn1)NCCC(c1ccccc1)c1ccccc1
    98, 23, -18, 102, 6, -3, 5, 98, 97, 101, 103
#45 C=CCOc1ccc(C(=O)NC2CCCCC2)cc1
    104, nt, 5, 101, 8, -2, 8, 103, 102, 100, 102
#46 Cc1cc(C)n2nc(SC(C)C(=O)NCc3ccco3)nc2n1 (centres undefined)
    101, nt, -5, 101, 4, -5, -12, 103, 103, 99, 105
#47 COc1ccc(-c2c(C)sc(NC(=O)c3ccnn3C)c2C#N)cc1
    98, -21, -31, 98, 5, -6, 9, 99, 99, 98, 102
#48 CCOc1ccccc1CN1CCN(Cc2csc(C(C)=O)c2)CC1CCO (centres undefined)
    100, 7, -18, 97, 3, -3, 0, 95, 98, 97, 98
#49 CC(=O)Nc1cccc(OCc2cnc(Cl)s2)c1
    94, -6, -15, 95, 8, 0, 1, 95, 98, 97, 96
#50 COc1ccc(F)cc1C(=O)C1CCCN(Cc2ccc3c(c2)OCCO3)C1 (centres undefined)
    94, -7, -3, 103, 5, -5, -10, 98, 98, 92, 99
#51 CCOC(=O)Cn1c2ccccc2c2nc(C)sc21
    97, 16, -34, 105, 5, -4, 6, 100, 99, 99, 102
#52 COCCn1c(=S)[nH]c2ccc(N(C)C)cc2c1=O
    96, -7, -38, 97, 33, 0, 12, 95, 97, 93, 96
#53 COC(=O)c1sc(-c2ccccc2)cc1NC(=O)c1ccc(F)cc1
    102, nt, -12, 99, 14, -4, -11, 102, 101, 98, 103
#54 CCOC(=O)c1c(C)c(C(=O)NC2CCCCC2)c(C)n1CC
    101, nt, -9, 98, 12, -2, 3, 99, 101, 99, 99
#55 CCCCCn1c(SCc2ccncc2)nc2cc(C(=O)NCc3ccco3)ccc2c1=O
    101, nt, -19, 97, 7, 0, 18, 98, 100, 98, 103
#56 CC1=C(C(=O)OCc2ccccc2)C(c2ccc([N+](=O)[O-])cc2)NC(=O)N1CCCCCC(=O)O (centres undefined)
    101, -29, 1, 101, 12, -3, -5, 99, 100, 97, 103
#57 CN(C/C(O)=C(\C#N)c1ccccc1)C1CCCCC1
    99, 6, -10, 102, 14, -4, -3, 100, 101, 99, 101
#58 O=C(/C=C/c1ccc([N+](=O)[O-])cc1)c1cccnc1
    99, -39, 24, 99, 19, -9, 20, 95, 98, 95, 99
#59 O=C1NC(=O)C2(COC(c3ccccc3Cl)OC2)S1 (centres undefined)
    100, 1, 4, 102, 12, 0, 19, 100, 100, 100, 105

Screening results as filed in PubChem BioAssay.
